MRP resist rev – MRP-mediated drug resistance reversal. H69AR cells + 2 uM doxorubicin, CellTiter-Glo, 72 h. 0.04% of 85,000 active. differential viability (reversal), % at 10 µM;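 active means viability drop by adding the cancer drug above about 55%, with treated viability meeting a 40% cutoff, limit read from the data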;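 further: viability without doxorubicin minus viability with 2 µM doxorubicin for each compound; larger differential means the compound sensitizes cells more to doxorubicin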
NFkB transloc pot – enhances IL-1B driven NFkB nuclear translocation | HUVEC IL-1B NFkB p65 nuclear translocation imaging | activation, % at 2 µM | 0.3% of 94,000 active | AID 819;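 active means activation above 40%, about the mean plus 3 SD, also judged a hit on visual image review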;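 further: percent activation is computed from the nuclear over cytoplasmic p65 intensity ratio; values of inactives mirror those of a sister screen read the other way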
Bcl-B displacement – displacers of TR3 peptide from Bcl-B, primary screen, selectivity assay for Bfl-1 inhibitor project, biochemical, fluorescence polarization; displacement, % at 20 µM, or IC50 in µM where a hit was titrated; FP displacement of FITC-TR3 peptide from Bcl-B; higher % means a stronger effect; 0.11% of 96,000 active;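 active means displacement above 50% at 20 µM plus a fluorescence interference ratio under 1.5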;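 further: plate controls were wells without compound for no effect and wells lacking Bcl-B protein for full effect; a part of the inactive calls stands beside numbers as strong as those of hits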
PLAP inhibition – inhibition of human placental alkaline phosphatase – biochemical, luminescence, HTS (AID 690) | 0.08% of 96,000 active | one-dose inhibition, % at 20 µM; IC50 in µM for titrated hits | purified PLAP, luminescent substrate; higher % means a stronger effect; in the data active means a potency from the dose series; inactive means the rest, 99 in 100 with inhibition below about 30%; further: strong numbers were not always called active
NFkB transloc inh – blocks IL-1B driven NFkB nuclear translocation in HUVEC cells; inhibition, % at 2 µM; 0.43% of 94,000 active; HUVEC IL-1B NFkB p65 nuclear translocation imaging;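 active means inhibition above about 30% together with a positive call from visual inspection of the well image, limit read from the data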;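 further: nuclear over cytoplasmic p65 intensity ratio measured by imaging; 0% = IL-1B stimulated DMSO wells and 100% = unstimulated DMSO wells; values of inactives mirror those of a sister screen read the other way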
MRP resist rev cytotoxicity – also measured in MRP resist rev; calls as there; viability, %; H69AR cells, CellTiter-Glo, 72 h; measured here: cytotoxicity without doxorubicin
MRP resist rev with doxorubicin – also measured in MRP resist rev; calls as there; viability, %; measured here: viability with 2 uM doxorubicin; hits give low values
NFkB transloc inh cell count 2 µM – second read-out of NFkB transloc inh, no call of its own (marks repeat the call); cell count; measured here: cells passing quality filter;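 raw number of nuclei counted in each imaged well without normalization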
NFkB transloc pot cell count 2 µM – second read-out of NFkB transloc pot, no call of its own (marks repeat the call); cell count; measured here: cells passing quality filter
Active calls of the source: *. An excerpt; rates above refer to the full screens.

For CC(C(=O)Nc1ccc(F)c(F)c1F)N1CCCCCC1 (configuration not stated) the results were NFkB transloc pot 24.8, Bcl-B displacement -2.3%, PLAP inhibition -33.6%, NFkB transloc inh -24.8, NFkB transloc inh cell count 2 µM 201 and NFkB transloc pot cell count 2 µM 201.
`COc1ccc(-c2nc(CNS(=O)(=O)c3cc(OC)ccc3OC)cs2)cc1` gave MRP resist rev 13.4, Bcl-B displacement -4.7%, PLAP inhibition -36.8%, MRP resist rev cytotoxicity 93.5 and MRP resist rev with doxorubicin 80.1.
`CC1=CCC(C(=O)O)(C(=O)N/N=C/c2cccs2)C(c2ccc(Cl)cc2)C1` (configuration not stated) gave MRP resist rev 9.4, NFkB transloc pot -2.7, Bcl-B displacement -1.9%, PLAP inhibition -38.1%, NFkB transloc inh 2.7, MRP resist rev cytotoxicity 92.0, MRP resist rev with doxorubicin 82.6, NFkB transloc inh cell count 2 µM 169 and NFkB transloc pot cell count 2 µM 169.
Screening FC(F)(F)c1cccc(NC(=S)Nc2cccc(Cl)c2)c1 returned NFkB transloc pot 14.6, Bcl-B displacement -11.4%, PLAP inhibition 0.6%, NFkB transloc inh -14.6, NFkB transloc inh cell count 2 µM 134 and NFkB transloc pot cell count 2 µM 134.
Cc1nc(SCC(=O)Nc2cc(C)on2)c2c(C)c(C)sc2n1 was read as NFkB transloc pot 15.5, Bcl-B displacement -32.7%, PLAP inhibition 1.0%, NFkB transloc inh -15.5, NFkB transloc inh cell count 2 µM 119 and NFkB transloc pot cell count 2 µM 119.
CC1(C(=O)O)CCC(C(=O)NC2CCCCC2)C1(C)C (configuration not stated) was read as MRP resist rev 3.9, NFkB transloc pot -15.4, Bcl-B displacement -8.5%, PLAP inhibition 6.5%, NFkB transloc inh 15.4, MRP resist rev cytotoxicity 90.3, MRP resist rev with doxorubicin 86.4, NFkB transloc inh cell count 2 µM 139 and NFkB transloc pot cell count 2 µM 139.
For Cc1ccc(C(=O)CC2(O)C(=O)N(CCc3ccccc3)c3ccc(Br)cc32)o1 (configuration not stated) the results were MRP resist rev 11.1, NFkB transloc pot 1.1, Bcl-B displacement -1.4%, PLAP inhibition -49.6%, NFkB transloc inh -1.1, MRP resist rev cytotoxicity 82.1, MRP resist rev with doxorubicin 71.0, NFkB transloc inh cell count 2 µM 98 and NFkB transloc pot cell count 2 µM 98.
`CCN1CCN(CCCOc2ccc(-c3ccccc3)cc2)CC1` gave MRP resist rev -21.6, NFkB transloc pot 9.4, Bcl-B displacement -3.0%, PLAP inhibition -52.7%, NFkB transloc inh -9.4, MRP resist rev cytotoxicity 18.6, MRP resist rev with doxorubicin 40.2, NFkB transloc inh cell count 2 µM 112 and NFkB transloc pot cell count 2 µM 112.
`Cc1ccc(S(=O)(=O)N/N=C/c2ccc(OCC(=O)Nc3ccccc3Cl)cc2)cc1` gave NFkB transloc pot -5.0, Bcl-B displacement -0.1%, PLAP inhibition -24.6%, NFkB transloc inh 5.0, NFkB transloc inh cell count 2 µM 144 and NFkB transloc pot cell count 2 µM 144.
COCCn1c(=S)[nH]c2cc(C(=O)N3CCN(Cc4ccc5c(c4)OCO5)CC3)ccc2c1=O was read as MRP resist rev 26.0, NFkB transloc pot -18.9, Bcl-B displacement 0.9%, PLAP inhibition -32.4%, NFkB transloc inh 18.9, MRP resist rev cytotoxicity 56.4, MRP resist rev with doxorubicin 30.4, NFkB transloc inh cell count 2 µM 115 and NFkB transloc pot cell count 2 µM 115.
For O=C(NCCNCc1ccc(F)cc1)c1ccco1 the results were NFkB transloc pot 34.2, Bcl-B displacement -1.3%, PLAP inhibition 9.3%, NFkB transloc inh -34.2, NFkB transloc inh cell count 2 µM 177 and NFkB transloc pot cell count 2 µM 177.
`COC(=O)CSc1snnc1-c1ccc(F)cc1` gave MRP resist rev 4.7, NFkB transloc pot 18.8, Bcl-B displacement 7.4%, PLAP inhibition 3.8%, NFkB transloc inh -18.8, MRP resist rev cytotoxicity 94.0, MRP resist rev with doxorubicin 89.3, NFkB transloc inh cell count 2 µM 176 and NFkB transloc pot cell count 2 µM 176.
COc1ccc(NC(=O)C23CC4CC(C2)CC(n2cnc(Br)n2)(C4)C3)cc1Cl was read as NFkB transloc pot 1.7, Bcl-B displacement 0.8%, PLAP inhibition 12.7%, NFkB transloc inh -1.7, NFkB transloc inh cell count 2 µM 156 and NFkB transloc pot cell count 2 µM 156.
For C=CCn1c(=O)[nH]c2cc(C(=O)N3CCN(c4ccc(C(C)=O)cc4)CC3)ccc2c1=O the results were MRP resist rev 4.7, NFkB transloc pot 7.9, Bcl-B displacement -1.7%, PLAP inhibition -52.7%, NFkB transloc inh -7.9, MRP resist rev cytotoxicity 81.6, MRP resist rev with doxorubicin 76.9, NFkB transloc inh cell count 2 µM 173 and NFkB transloc pot cell count 2 µM 173.
`Cn1c(=O)oc2cc(S(=O)(=O)N3CCCC(C(=O)NCCN4CCOCC4)C3)ccc21` (configuration not stated) gave MRP resist rev 1.4, NFkB transloc pot 5.6, Bcl-B displacement 2.4%, PLAP inhibition -7.3%, NFkB transloc inh -5.6, MRP resist rev cytotoxicity 91.4, MRP resist rev with doxorubicin 90.1, NFkB transloc inh cell count 2 µM 152 and NFkB transloc pot cell count 2 µM 152.
`CC(c1ccccc1)N1C(=O)CC(Sc2ncccc2C(=O)O)C1=O` (configuration not stated) gave MRP resist rev -11.1, NFkB transloc pot 2.3, Bcl-B displacement -4.2%, PLAP inhibition -13.6%, NFkB transloc inh -2.3, MRP resist rev cytotoxicity 84.8, MRP resist rev with doxorubicin 95.9, NFkB transloc inh cell count 2 µM 106 and NFkB transloc pot cell count 2 µM 106.
Screening O=C(CCN1CCN(c2ccccc2F)CC1)Nc1ccc2c(c1)OCO2 returned MRP resist rev 3.6, Bcl-B displacement 2.9%, PLAP inhibition -17.0%, MRP resist rev cytotoxicity 98.3 and MRP resist rev with doxorubicin 94.7.
CCOc1ccc(NC(=O)c2cc3c(=O)n(C)c4ccccc4c3n2C)cc1 was read as MRP resist rev -1.3, NFkB transloc pot 3.9, Bcl-B displacement -56.6%, PLAP inhibition -51.4%, NFkB transloc inh -3.9, MRP resist rev cytotoxicity 66.7, MRP resist rev with doxorubicin 68.0, NFkB transloc inh cell count 2 µM 167 and NFkB transloc pot cell count 2 µM 167.
CCC1CCCCN1C(=O)c1c[nH]c2ccc(S(=O)(=O)N(C)c3ccc(Cl)cc3)cc2c1=O (configuration not stated) was read as MRP resist rev 7.4, NFkB transloc pot 9.3, Bcl-B displacement -7.5%, PLAP inhibition -76.0%, NFkB transloc inh -9.3, MRP resist rev cytotoxicity 96.5, MRP resist rev with doxorubicin 89.0, NFkB transloc inh cell count 2 µM 193 and NFkB transloc pot cell count 2 µM 193.
`O=C(O)CN1C(=O)CNC1=O` gave MRP resist rev -3.5, NFkB transloc pot 17.8, Bcl-B displacement -1.7%, PLAP inhibition 2.2%, NFkB transloc inh -17.8, MRP resist rev cytotoxicity 99.2, MRP resist rev with doxorubicin 102.7, NFkB transloc inh cell count 2 µM 139 and NFkB transloc pot cell count 2 µM 139.
`CC(C)(C)NC(=O)CSc1nc2ccccc2n1-c1ccccc1` gave NFkB transloc pot 4.7, Bcl-B displacement 8.5%, PLAP inhibition -64.7%, NFkB transloc inh -4.7, NFkB transloc inh cell count 2 µM 129 and NFkB transloc pot cell count 2 µM 129.
For CCCCN(Cc1ccccc1)S(=O)(=O)c1ccc2[nH]c(=O)oc2c1 the results were MRP resist rev 1.3, NFkB transloc pot 4.4, Bcl-B displacement 11.6%, PLAP inhibition -13.4%, NFkB transloc inh -4.4, MRP resist rev cytotoxicity 79.6, MRP resist rev with doxorubicin 78.3, NFkB transloc inh cell count 2 µM 179 and NFkB transloc pot cell count 2 µM 179.
`CSc1ccc(-c2nc3cnccn3c2Nc2ccc3c(c2)OCO3)cc1` gave NFkB transloc pot 3.0, Bcl-B displacement 1.5%, PLAP inhibition -43.3%, NFkB transloc inh -3.0, NFkB transloc inh cell count 2 µM 169 and NFkB transloc pot cell count 2 µM 169.
For c1ccc(-c2csc(Cc3nnc4n3CCCCC4)n2)cc1 the results were MRP resist rev 11.3, NFkB transloc pot 2.1, Bcl-B displacement -7.4%, PLAP inhibition 16.9%, NFkB transloc inh -2.1, MRP resist rev cytotoxicity 82.0, MRP resist rev with doxorubicin 70.6, NFkB transloc inh cell count 2 µM 167 and NFkB transloc pot cell count 2 µM 167.
For O=C(CSc1nnnn1-c1ccccc1F)Nc1nc2ccccc2s1 the results were NFkB transloc pot 15.1, Bcl-B displacement -78.8%, PLAP inhibition 6.5%, NFkB transloc inh -15.1, NFkB transloc inh cell count 2 µM 153 and NFkB transloc pot cell count 2 µM 153.
COc1ccc(CN2CCN(c3ncccn3)CC2)c(OC)c1 was read as MRP resist rev -10.6, Bcl-B displacement 0.2%, PLAP inhibition 6.3%, MRP resist rev cytotoxicity 101.6 and MRP resist rev with doxorubicin 112.2.
For CCCN(CCC)C(=O)Cn1c2ccccc2c2nc(=O)cc(C)n21 the results were NFkB transloc pot -3.4, Bcl-B displacement 6.4%, PLAP inhibition -30.9%, NFkB transloc inh 3.4, NFkB transloc inh cell count 2 µM 188 and NFkB transloc pot cell count 2 µM 188.
For CCOC(=O)N1CCN(c2cc(=O)n(-c3ccc(Br)cc3)c(=O)[nH]2)CC1 the results were MRP resist rev -3.3, NFkB transloc pot -6.6, Bcl-B displacement 0.4%, PLAP inhibition -12.3%, NFkB transloc inh 6.6, MRP resist rev cytotoxicity 94.6, MRP resist rev with doxorubicin 97.9, NFkB transloc inh cell count 2 µM 160 and NFkB transloc pot cell count 2 µM 160.
For CCOCCCNC(=O)c1ccc2c(c1)N(Cc1ccccc1)C(=O)CS2=O (configuration not stated) the results were MRP resist rev 14.3, NFkB transloc pot 11.8, Bcl-B displacement -2.7%, PLAP inhibition -44.4%, NFkB transloc inh -11.8, MRP resist rev cytotoxicity 90.4, MRP resist rev with doxorubicin 76.0, NFkB transloc inh cell count 2 µM 61 and NFkB transloc pot cell count 2 µM 61.
Screening CCN1CC=C2C(C#N)=C(N)C(C#N)(C#N)[C@H](c3cccc(OC)c3OC)[C@H]2C1 returned MRP resist rev -8.7, NFkB transloc pot -1.6, Bcl-B displacement 33.4%, PLAP inhibition -27.6%, NFkB transloc inh 1.6, MRP resist rev cytotoxicity 78.7, MRP resist rev with doxorubicin 87.4, NFkB transloc inh cell count 2 µM 118 and NFkB transloc pot cell count 2 µM 118.
For COc1ccc(C(OC(=O)c2ccco2)C(=O)NC2CCCCC2)cc1 (configuration not stated) the results were MRP resist rev 1.2, NFkB transloc pot -0.7, NFkB transloc inh 0.7, MRP resist rev cytotoxicity 101.7, MRP resist rev with doxorubicin 100.5, NFkB transloc inh cell count 2 µM 100 and NFkB transloc pot cell count 2 µM 100.

As a short view, four of the compounds above:
`CC(C)(C)NC(=O)CSc1nc2ccccc2n1-c1ccccc1` gave NFkB transloc pot 4.7, Bcl-B displacement 8.5%, PLAP inhibition -64.7%, NFkB transloc inh -4.7, NFkB transloc inh cell count 2 µM 129 and NFkB transloc pot cell count 2 µM 129.
For CCCCN(Cc1ccccc1)S(=O)(=O)c1ccc2[nH]c(=O)oc2c1 the results were MRP resist rev 1.3, NFkB transloc pot 4.4, Bcl-B displacement 11.6%, PLAP inhibition -13.4%, NFkB transloc inh -4.4, MRP resist rev cytotoxicity 79.6, MRP resist rev with doxorubicin 78.3, NFkB transloc inh cell count 2 µM 179 and NFkB transloc pot cell count 2 µM 179.
`CSc1ccc(-c2nc3cnccn3c2Nc2ccc3c(c2)OCO3)cc1` gave NFkB transloc pot 3.0, Bcl-B displacement 1.5%, PLAP inhibition -43.3%, NFkB transloc inh -3.0, NFkB transloc inh cell count 2 µM 169 and NFkB transloc pot cell count 2 µM 169.
For c1ccc(-c2csc(Cc3nnc4n3CCCCC4)n2)cc1 the results were MRP resist rev 11.3, NFkB transloc pot 2.1, Bcl-B displacement -7.4%, PLAP inhibition 16.9%, NFkB transloc inh -2.1, MRP resist rev cytotoxicity 82.0, MRP resist rev with doxorubicin 70.6, NFkB transloc inh cell count 2 µM 167 and NFkB transloc pot cell count 2 µM 167.
